High-throughput results: PubChem BioAssay, Johns Hopkins Ion Channel Center
CHT inh – inhibits the human high affinity choline transporter | Q9GZV3 | CHT-expressing cells, membrane potential dye, choline response; stronger effect = lower value | B-score at 10 µM | 310,000 compounds, 0.86% hits | AID 488975;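 active = B-score over 3 SD under the library average, and starting fluorescence ratio not unusually high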;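 note: choline stimulus applied at its EC90 after an EC20 pre-addition; B-score computed on integrated fluorescence ratio after choline addition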
Target sequence (Q9GZV3 whole entry, looked up): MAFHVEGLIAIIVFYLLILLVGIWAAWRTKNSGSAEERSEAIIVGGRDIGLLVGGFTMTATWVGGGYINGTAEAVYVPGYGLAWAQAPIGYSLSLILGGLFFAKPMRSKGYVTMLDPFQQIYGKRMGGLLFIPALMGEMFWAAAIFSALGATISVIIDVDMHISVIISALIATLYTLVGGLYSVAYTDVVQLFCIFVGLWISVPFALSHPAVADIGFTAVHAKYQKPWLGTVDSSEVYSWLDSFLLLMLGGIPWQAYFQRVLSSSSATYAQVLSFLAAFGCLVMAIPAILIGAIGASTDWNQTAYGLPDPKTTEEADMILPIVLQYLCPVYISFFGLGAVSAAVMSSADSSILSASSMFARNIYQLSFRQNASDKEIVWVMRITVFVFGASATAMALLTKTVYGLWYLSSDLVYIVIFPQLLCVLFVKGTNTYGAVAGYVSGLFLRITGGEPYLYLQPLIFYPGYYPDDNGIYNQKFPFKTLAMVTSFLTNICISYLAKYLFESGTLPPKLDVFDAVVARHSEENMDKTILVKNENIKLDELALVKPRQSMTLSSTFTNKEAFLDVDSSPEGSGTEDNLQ
Kir21 block – Kir2.1 (mouse) channel inhibition; AID 1672; HEK293-Kir2.1, FluxOR thallium flux fluorescence; stronger effect = lower value; P35561; 310,000 compounds, 0.85% hits; B-score at 10 µM;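 active = fluorescence ratio B-score at or below minus 3 SD of library scores, with starting-brightness B-score within 2 SD, cut at about -4.2 in these data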;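 note: channel flux triggered by added potassium and thallium sulfate stimulus; B-score of peak minus minimum fluorescence over baseline after thallium stimulus; more negative B-score means stronger Kir2.1 block with less thallium influx; some compounds called inactive have numbers as strong as hits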
Target sequence (P35561 whole entry, looked up): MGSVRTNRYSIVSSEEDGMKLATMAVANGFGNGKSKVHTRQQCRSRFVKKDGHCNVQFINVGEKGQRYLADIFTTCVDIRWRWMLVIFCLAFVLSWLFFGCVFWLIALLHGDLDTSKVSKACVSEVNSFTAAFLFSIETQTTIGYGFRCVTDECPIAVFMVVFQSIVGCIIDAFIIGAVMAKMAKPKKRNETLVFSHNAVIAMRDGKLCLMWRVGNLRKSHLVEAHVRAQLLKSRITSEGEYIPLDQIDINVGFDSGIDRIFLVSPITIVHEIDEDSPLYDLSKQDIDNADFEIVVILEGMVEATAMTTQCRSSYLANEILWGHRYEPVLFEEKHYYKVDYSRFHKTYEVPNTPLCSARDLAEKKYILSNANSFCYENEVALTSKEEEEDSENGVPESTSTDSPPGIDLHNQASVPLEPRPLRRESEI
* = called active by the depositor.

Results for CC(C(=O)NCc1ccccc1Cl)N1C(=O)c2ccccc2C1=O (stereo not given) ?
CHT inh: inactive; Kir21 block: 1.4

Results for CNS(=O)(=O)c1ccc(C(C)(C)C)cc1 ?
CHT inh: inactive; Kir21 block: 0.34

Results for CC(=O)C1=C(C)Nc2ncnn2C1c1ccc(F)cc1 (stereo not given) ?
CHT inh: inactive; Kir21 block: 0.02

What do the screens show for `Cc1ccc(C2C3=C(CCCC3=O)Nc3nc(SCC(=O)NCc4ccco4)[nH]c(=O)c32)cc1` (stereo not given)?
CHT inh: inactive; Kir21 block: -0.03

Results for CCCOC(=O)c1cc(-c2ccc(/C=C3/C(=O)N(C)C(=O)C(C#N)=C3C)o2)ccc1Cl ?
CHT inh: inactive

Results for Cc1cccc(-n2nnc(C(=O)N3CCc4ccccc4C3)c2N)c1 ?
CHT inh: inactive; Kir21 block: 2.2

How did C/C(CCN1CCCCc2nc(C)c(C)cc21)=N\O[C@H](C)c1cn([C@H](CO)Cc2ccccc2)nn1 do in these assays?
CHT inh: inactive; Kir21 block: -4.1

How did Cn1c(CCc2nc3ccccc3[nH]2)nnc1SCC#N do in these assays?
CHT inh: inactive; Kir21 block: 0.94

What do the screens show for `CCCn1nc(C(=O)Nc2cccc(C(=O)OC)c2)c2ccccc2c1=O`?
CHT inh: inactive; Kir21 block: 0.94

Results for COc1ccc(S(=O)(=O)N2CCN(C3CCN(Cc4ccccc4)CC3)CC2)cc1 ?
CHT inh: inactive; Kir21 block: -1.6

What do the screens show for `Cc1cccc(N2C(=O)CC(c3ccc(F)cc3)C3=C2COC3=O)c1` (stereo not given)?
CHT inh: inactive; Kir21 block: -0.33

What do the screens show for `COC(=O)NN=C1CCC(c2ccccc2)CC1` (stereo not given)?
CHT inh: inactive; Kir21 block: 1.9

Results for COc1ccc(/C=N\N=C2/SC(CC(=O)O)C(=O)N2c2ccc(O)cc2)cc1 (stereo not given) ?
CHT inh: inactive; Kir21 block: -0.65

What do the screens show for `O=C(c1cc(N2CCCCC2)nc2ccccc12)N1CCOCC1`?
CHT inh: inactive; Kir21 block: -1.1

What do the screens show for `O=C(NC(=S)Nc1ccccc1Cl)c1cncc(Br)c1`?
CHT inh: inactive; Kir21 block: 0.7

Results for Cc1ccc(C(=O)Nc2ccc3c(c2)OCO3)cc1S(=O)(=O)N1CCOCC1 ?
CHT inh: inactive; Kir21 block: -0.02

Results for COc1ccc(-n2ccc(=O)c(C(=O)O)n2)cc1 ?
CHT inh: inactive; Kir21 block: 1.2

How did O=C(O)c1cc(S(=O)(=O)Nc2cccc3ccccc23)c(Cl)cc1Cl do in these assays?
CHT inh: inactive; Kir21 block: -0.15

Results for Cc1ccc([N+](=O)[O-])cc1-c1ccc(/C=N/NC(=O)CN2CCOCC2)o1 ?
CHT inh: inactive; Kir21 block: -2.3

Results for Cc1occc1C(=O)Nc1sc2c(c1C(N)=O)CCC(C(C)(C)C)C2 (stereo not given) ?
CHT inh: inactive; Kir21 block: 0.82

Results for CCC1(c2ccccc2)NC(=O)N(CC(=O)Nc2cc(S(=O)(=O)N3CCCCC3)ccc2OC(C)C)C1=O (stereo not given) ?
CHT inh: inactive; Kir21 block: -0.78

Results for Nn1c(-c2ccccc2)nc2cc(Cl)ccc2c1=O ?
CHT inh: -7.2*; Kir21 block: 0.59

What do the screens show for `CCCn1c(=O)c2ccccc2n2c(SCCOc3ccccc3F)nnc12`?
CHT inh: inactive; Kir21 block: -2.1

Results for Cc1ccc(S(=O)(=O)N2CCN(C(=O)CSc3nc4ccccc4c(=O)[nH]3)CC2)cc1 ?
CHT inh: inactive; Kir21 block: -0.06

How did C=CCN1C(=O)c2ccc(C(=O)N3CCN(S(=O)(=O)c4cc(C)ccc4C)CC3)cc2C1=O do in these assays?
CHT inh: inactive; Kir21 block: -0.08

What do the screens show for `Cc1ccc(S(=O)(=O)NCc2ccccc2C)cc1`?
CHT inh: inactive; Kir21 block: -2

Results for CC(C)(C)C(=O)COC(=O)c1c2c(nc3ccccc13)CCC2 ?
CHT inh: inactive; Kir21 block: 1.1

How did CCCCN(C)S(=O)(=O)c1ccc(C(=O)Nc2nnc(-c3ccco3)o2)cc1 do in these assays?
CHT inh: inactive; Kir21 block: -0.19

How did COc1cccc(Cn2cc(C)cc(NC(=O)NCc3ccccc3)c2=O)c1 do in these assays?
CHT inh: inactive; Kir21 block: -1.3

Results for O=C(NCc1cccnc1)Nc1cc(Cl)cc(Cl)c1 ?
CHT inh: inactive; Kir21 block: -0.04

What do the screens show for `CC(=O)Nc1sc2c(c1C(c1ccncc1)N1CCOCC1)CCCC2` (stereo not given)?
CHT inh: inactive; Kir21 block: 0.49

Results for O=C(c1cccc([N+](=O)[O-])c1)c1ccc2[nH]c(=O)[nH]c2c1 ?
CHT inh: inactive; Kir21 block: -0.93

How did O=C(Nc1sc2c(c1C(=O)N1CCOCC1)CCCCC2)c1cccnc1 do in these assays?
CHT inh: inactive; Kir21 block: -1.2

Results for O=C(CCC(=O)Nc1ccc(F)cc1)N/N=C/c1ccc(Br)cc1 ?
CHT inh: inactive; Kir21 block: -0.68

Results for N#Cc1cccc(NC(=O)CN2C(=O)NC(Cc3ccccc3)C2=O)c1 (stereo not given) ?
CHT inh: inactive; Kir21 block: -0.18

What do the screens show for `Clc1ccc(CSc2nnc(-c3ccc4c(c3)OCO4)o2)cc1`?
CHT inh: inactive; Kir21 block: 1.1

Results for CCC(C)(C)NC(=O)CN(Cc1cccs1)C(=O)CCC(=O)Nc1nccs1 ?
CHT inh: inactive; Kir21 block: 0.02

Results for c1n[nH]c(NC2=NCCC2)n1 ?
CHT inh: inactive; Kir21 block: 0.69

How did CC(=O)Nc1ccc(N=c2cc([N+](=O)[O-])cc(Cl)n2O)cc1 do in these assays?
CHT inh: inactive; Kir21 block: -0.43

Results for CCOC(=O)c1sc2ncn(CC(=O)N(CC)CC)c(=O)c2c1C ?
CHT inh: inactive; Kir21 block: -0.39

What do the screens show for `Cc1ccc2cc3c(nc2c1)OCC3`?
CHT inh: inactive; Kir21 block: -2.5

How did Cn1cc(C(=O)NCc2ccccc2F)cn1 do in these assays?
CHT inh: inactive; Kir21 block: 1.8

How did CCOc1cccc(CN2CCN(c3cccc(C(F)(F)F)c3)CC2)c1O do in these assays?
CHT inh: inactive; Kir21 block: -1.1

Results for NS(=O)(=O)c1ccc(CCNC(=O)Nc2ccc(Cl)c(Cl)c2)cc1 ?
CHT inh: inactive; Kir21 block: 1.8

How did O=C(CN(C(=O)CNC(=O)c1ccco1)c1ccc(F)cc1)NC1CCCC1 do in these assays?
CHT inh: inactive; Kir21 block: -0.39

Results for CCOC(=O)N1CCN(c2c(NCCc3ccc(C)cc3)c(=O)c2=O)CC1 ?
CHT inh: inactive; Kir21 block: 0.07

Results for Cc1cc(SCC(=O)OCC(=O)NCc2ccc3c(c2)OCO3)c(C)cc1Br ?
CHT inh: inactive; Kir21 block: -1.1

How did CN1CCN(c2ccc([N+](=O)[O-])cc2C(=O)N2CCCCC2)CC1 do in these assays?
CHT inh: inactive; Kir21 block: -0.48

What do the screens show for `CN(C(=O)CSc1nc(O)cc(=O)n1C1CCCC1)c1ccccc1`?
CHT inh: inactive; Kir21 block: 1.6

What do the screens show for `O=C(Nc1cccnc1)c1cc(-c2ccccc2)on1`?
CHT inh: inactive; Kir21 block: 1.8

How did Nc1ccc2nc(CN3CCOCC3)[nH]c2c1 do in these assays?
CHT inh: inactive; Kir21 block: 0.66

How did Fc1ccc(-c2cc(C(F)(F)F)nc(NCc3cccs3)n2)cc1 do in these assays?
CHT inh: inactive; Kir21 block: 0.37

What do the screens show for `O=C(NCC(c1cccs1)N1CCOCC1)c1ccc(Cl)cc1` (stereo not given)?
CHT inh: inactive; Kir21 block: 1.9

Results for COc1ccc(C(CNC(=O)c2cc3ccccc3o2)N2CCCCC2)cc1 (stereo not given) ?
CHT inh: inactive; Kir21 block: 0.02

Results for COc1cccc(C(CC(=O)Nc2cccc3ccccc23)NC(=O)c2ccccc2)c1 (stereo not given) ?
CHT inh: inactive; Kir21 block: -0.71

What do the screens show for `CCN(CC)S(=O)(=O)c1ccc(N(C)C)c(NC(=O)CC(NC(C)=O)c2ccccc2)c1` (stereo not given)?
CHT inh: inactive; Kir21 block: -0.05

How did O=[N+]([O-])c1cccc(N(CC2CO2)S(=O)(=O)c2ccccc2)c1 (stereo not given) do in these assays?
CHT inh: inactive; Kir21 block: -4.7*

Results for CC(C)NC(=O)c1nc2ccccc2s1 ?
CHT inh: inactive; Kir21 block: 0.44

What do the screens show for `COc1cccc(CN2CCN(Cc3nc(-c4cccc(F)c4F)oc3C)CC2=O)c1`?
CHT inh: inactive; Kir21 block: -0.1

What do the screens show for `COC(=O)c1ccc([C@H]2C=C(C(=O)O)O[C@@H](OCc3ccc(CO)cc3)C2)cc1`?
CHT inh: inactive; Kir21 block: 0.15

Results for CCCCCCCCC1CC(C(=O)Nc2ccccc2)C(=O)O1 (stereo not given) ?
CHT inh: inactive; Kir21 block: 1.1

Results for O=C(c1ccncc1)N1N=C(C2CC2)CC1(O)C(F)(F)F (stereo not given) ?
CHT inh: inactive; Kir21 block: 0.72

What do the screens show for `O=C1CCC[C@@H]2[C@H]3CCC[N+]4([O-])CCC[C@@H](CN12)[C@@H]34` (stereo not given in full)?
CHT inh: inactive; Kir21 block: 0.08

What do the screens show for `Cc1ccc(C)c(OCCCNC2CCCC2)c1C`?
CHT inh: inactive; Kir21 block: 0.8

What do the screens show for `COc1cccc2sc3ccc(NCCC4CCCN4C)cc3c(=O)c12` (stereo not given)?
CHT inh: inactive; Kir21 block: -0.79

Results for CC1CCCN(C(=O)COc2ccc(-c3ccccc3)cc2)C1 (stereo not given) ?
CHT inh: inactive; Kir21 block: -0.27

What do the screens show for `O=C(NCCCc1ccccc1)c1ccc(-n2cncn2)c([N+](=O)[O-])c1`?
CHT inh: inactive; Kir21 block: -1.6

What do the screens show for `COc1cc(NC(=O)CN(C)S(=O)(=O)c2ccc3nc(C)sc3c2)cc(OC)c1`?
CHT inh: inactive; Kir21 block: -1.8

What do the screens show for `C=CCNC(=S)NNC(=O)c1cccnc1`?
CHT inh: inactive; Kir21 block: -0.78

What do the screens show for `COc1ccc(C(=S)N2CCN(c3cccc(Cl)c3)CC2)c(OC)c1`?
CHT inh: inactive; Kir21 block: 0.98

How did Cc1c(C(=O)OCC(=O)Nc2ccc(N3CCOCC3)cc2)oc2ccccc12 do in these assays?
CHT inh: inactive; Kir21 block: 1.9

Results for Cc1ccc(-c2nc(-c3cccnc3)no2)c(C)c1 ?
CHT inh: inactive; Kir21 block: 0.48

What do the screens show for `COc1cccc(-n2nc3c(-n4ncc(C#N)c4N)nnc(C)c3c2C)c1`?
CHT inh: inactive; Kir21 block: 2.5

Results for COCC(=O)N1CCC(Oc2ccc(C(=O)NC(C)c3nccs3)cc2)CC1 (stereo not given) ?
CHT inh: inactive; Kir21 block: -0.12

Results for Cn1c(SCc2nc(-c3ccccc3)no2)nnc1-c1cccs1 ?
CHT inh: inactive; Kir21 block: 0.63

How did COc1ccc(CC(=O)O)cc1O do in these assays?
CHT inh: inactive; Kir21 block: 0.22

How did O=[N+]([O-])c1cccc(S(=O)(=O)N2CCCCC2c2cccnc2)c1 (stereo not given) do in these assays?
CHT inh: inactive; Kir21 block: -1.5

How did C=C(Cl)COC(=O)[C@H]1C2C=CC(C2)C1C(=O)O (stereo not given in full) do in these assays?
CHT inh: inactive; Kir21 block: 0.92

How did O=c1c(/C=N/OCc2ccc(Cl)cc2Cl)c[nH]n1-c1cccc(Cl)n1 do in these assays?
CHT inh: inactive; Kir21 block: 0.23

Results for CCOC(=O)CCn1nc(-c2ccc(Cl)cc2)cc1N ?
CHT inh: inactive; Kir21 block: 0.4

Results for Oc1ccccc1/C=N/n1c2ccccc2c2ccccc21 ?
CHT inh: inactive; Kir21 block: 0.28

What do the screens show for `O=C(CSC1CCCCC1)N1CCN(c2ccccc2)CC1`?
CHT inh: inactive; Kir21 block: -0.11

How did Oc1ccc(-c2nc3ccccc3nc2-c2ccccc2)cc1 do in these assays?
CHT inh: inactive; Kir21 block: 0.64

A draw from above in order of length of the SMILES, ascending.
What do the screens show for `C=CCNC(=S)NNC(=O)c1cccnc1`?
CHT inh: inactive; Kir21 block: -0.78

What do the screens show for `Cc1ccc(C)c(OCCCNC2CCCC2)c1C`?
CHT inh: inactive; Kir21 block: 0.8

Results for Cc1ccc(-c2nc(-c3cccnc3)no2)c(C)c1 ?
CHT inh: inactive; Kir21 block: 0.48

Results for CC1CCCN(C(=O)COc2ccc(-c3ccccc3)cc2)C1 (stereo not given) ?
CHT inh: inactive; Kir21 block: -0.27

Results for Cn1c(SCc2nc(-c3ccccc3)no2)nnc1-c1cccs1 ?
CHT inh: inactive; Kir21 block: 0.63

What do the screens show for `COc1cccc2sc3ccc(NCCC4CCCN4C)cc3c(=O)c12` (stereo not given)?
CHT inh: inactive; Kir21 block: -0.79

Results for COCC(=O)N1CCC(Oc2ccc(C(=O)NC(C)c3nccs3)cc2)CC1 (stereo not given) ?
CHT inh: inactive; Kir21 block: -0.12

How did O=[N+]([O-])c1cccc(S(=O)(=O)N2CCCCC2c2cccnc2)c1 (stereo not given) do in these assays?
CHT inh: inactive; Kir21 block: -1.5

How did O=c1c(/C=N/OCc2ccc(Cl)cc2Cl)c[nH]n1-c1cccc(Cl)n1 do in these assays?
CHT inh: inactive; Kir21 block: 0.23

What do the screens show for `O=C(NCCCc1ccccc1)c1ccc(-n2cncn2)c([N+](=O)[O-])c1`?
CHT inh: inactive; Kir21 block: -1.6

What do the screens show for `COc1cc(NC(=O)CN(C)S(=O)(=O)c2ccc3nc(C)sc3c2)cc(OC)c1`?
CHT inh: inactive; Kir21 block: -1.8

What do the screens show for `O=C1CCC[C@@H]2[C@H]3CCC[N+]4([O-])CCC[C@@H](CN12)[C@@H]34` (stereo not given in full)?
CHT inh: inactive; Kir21 block: 0.08
